# From PubChem
# PDI turbidity – inhibitors of human PDI, primary screen, biochemical, turbidity, single point, plate reader | inhibition, % at 10 µM | hit rate 0.052% among 350,000 | PDI insulin aggregation turbidity, A650, 90 min;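 active = mean inhibition across replicates of 30% or more, whatever share of single replicates reach that level; inconclusive = mean inhibition below 30% while every single replicate reaches 30%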;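 note: absorbance from insulin aggregation driven by PDI reduction with DTT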
# Target sequence (P07237 whole entry, looked up): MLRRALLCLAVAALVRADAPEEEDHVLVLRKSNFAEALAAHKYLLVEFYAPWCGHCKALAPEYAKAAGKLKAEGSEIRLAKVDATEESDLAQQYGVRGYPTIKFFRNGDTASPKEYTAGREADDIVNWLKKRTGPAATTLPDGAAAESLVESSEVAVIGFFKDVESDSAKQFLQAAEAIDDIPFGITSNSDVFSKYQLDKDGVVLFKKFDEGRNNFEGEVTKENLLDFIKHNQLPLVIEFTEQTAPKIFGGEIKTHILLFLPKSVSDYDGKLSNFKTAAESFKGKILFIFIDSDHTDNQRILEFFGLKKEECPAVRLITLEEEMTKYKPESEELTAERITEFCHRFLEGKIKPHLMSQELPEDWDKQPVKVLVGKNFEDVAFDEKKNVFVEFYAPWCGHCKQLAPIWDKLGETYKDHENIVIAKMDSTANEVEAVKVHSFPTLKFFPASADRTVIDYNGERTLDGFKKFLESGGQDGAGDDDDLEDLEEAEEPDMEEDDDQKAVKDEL
# HIF-2a block – HIF-2a reporter inhibitors, primary screen, luminescence, 786-0 RCC cells; 786-0 RCC cells HIF-2a reporter, luciferase luminescence, overnight; inhibition, % at 18.8 µM; hit rate 0.72% among 360,000; AID 624352, 2012;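 active = inhibition of the luminescence signal of 40% or more relative to plate controls, in a single-dose primary screen at 18.75 µM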
# NR2E3 ag-1 – NR2E3 agonists in two-hybrid cells, primary screen, cell-based, luminescence, CHO-S, Gal4-NCOR/VP16-NR2E3; Photoreceptor-specific nuclear receptor (Homo sapiens), Q9Y5X4; luciferase; inhibition of corepressor binding, % at 3.98 µM; hit rate 0.35% among 360,000; AID 602229, 2012;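 active = inhibition above the mean of all tested compounds plus 3 SD, cut at about 70% in these data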;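 note: 0% = DMSO with NR2E3 transfected cells and 100% = cells lacking NR2E3 construct; higher means lower luciferase signal from less NR2E3 corepressor binding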
# Target sequence (Q9Y5X4 whole entry, looked up, the tested form may be a part): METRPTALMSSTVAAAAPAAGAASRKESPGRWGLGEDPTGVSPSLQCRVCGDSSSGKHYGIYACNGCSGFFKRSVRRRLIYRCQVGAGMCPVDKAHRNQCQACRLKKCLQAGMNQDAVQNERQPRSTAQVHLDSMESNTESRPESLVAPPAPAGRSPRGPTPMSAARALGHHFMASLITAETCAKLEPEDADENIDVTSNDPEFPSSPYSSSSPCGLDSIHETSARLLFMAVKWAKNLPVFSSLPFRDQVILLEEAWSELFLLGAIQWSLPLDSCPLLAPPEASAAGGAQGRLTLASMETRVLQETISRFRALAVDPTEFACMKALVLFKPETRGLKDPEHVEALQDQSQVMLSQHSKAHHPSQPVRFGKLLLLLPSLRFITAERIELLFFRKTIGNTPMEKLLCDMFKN
# MITF TRPM1 inh – inhibitors of MITF-dependent TRPM1 promoter reporter, primary screen, cell-based, SK-MEL-5, single point, luciferase; SK-MEL-5 TRPM1 promoter luciferase, 24 h; hit rate 0.83% among 330,000; inhibition, % at 12.5 µM;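 active = mean inhibition across replicates of 60% or more, whatever share of single replicates reaches that level; inconclusive = some that reach 60%, reason not given; inactive = mean inhibition across replicates below 60%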; note: values of inactives mirror those of a sister screen read the other way
# Granule exo inh – LAMP-1 surface exposure blockers, TALL-104 cells – cell-based, flow cytometry, MLPCN library, primary screen; TALL-104 LAMP-1 surface exposure; cells stimulated with thapsigargin and PMA; inhibition, % at 10 µM; hit rate 0.66% among 360,000;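 active = inhibition above about 55%, limit read from the data; inconclusive = no clear call, values can overlap the other calls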
# iPSC survival up – enhancers of single-cell hiPSC survival, primary screen, ATPlite luminescence; 100% = ROCK inhibitor wells, 0% = DMSO; survival enhancement, % at 20 µM; hit rate 0.044% among 360,000; AID 602274, 2012; in the data active = survival enhancement above about 18%;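 note: cells exposed to compounds for 16 hours before the ATP read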
# NR2E3 ag-2 – inhibitors of NR2E3-RetCOR corepressor binding, primary screen, NR2E3 agonist project, biochemical, TR-FRET, GST-NR2E3, biotin-RetCOR. Photoreceptor-specific nuclear receptor (Homo sapiens), Q9Y5X4. 1536-well. inhibition of corepressor binding, % at 4.78 µM. hit rate 0.12% among 320,000. AID 2300, 2010;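 active = percent inhibition above the cutoff of mean plus 3 SD of all tested compounds, set per screening campaign, cut at about 20% in these data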;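 note: 0% = DMSO wells and 100% = biotin wells as full block of FRET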
#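 Assay system: NR2E3–RetCOR corepressor complex. Quantity: 1.35 nM GST-NR2E3. Buffer or medium: pH 7.5 Tris-based buffer. Reagent: biotinylated RetCOR corepressor at 7 nM final. Schedule: 5 h at 4 °C. Detection: TR-FRET, emission read at 617 and 671 nm. Replicates: one well per compound, singlicate testing.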
# Vif imaging – HIV Vif self-association inhibitors, primary screen, imaging, HEK293T, single point | inhibition, % at 7.49 µM | AID 602346, 2012 | HEK293T cells, Vif self-association by quenched fluorescence, 24 h | hit rate 0.35% among 340,000; in the data active = inhibition above about 50%, passing the limit was not always enough; inconclusive = no clear call, values can overlap the other calls; inactive = below about 31%; note: some results filed as inactive read as strong as hits
# Peg3 promoter – Peg3 promoter-driven luciferase inhibitors, primary screen, cell-based, HeLa, luciferase luminescence; HeLa PEG-Prom luciferase reporter, overnight; inhibition, % at 20 µM; hit rate 1.7% among 360,000; AID 588405, 2011;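 active = inhibition of at least 50% at 20 µM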
# aDG glyco up – activators of alpha-DG glycosylation, primary screen, uHTS, Pro5-aDG cells, AlphaScreen; AID 624168, 2012; alpha-DG glycosylation AlphaScreen (IIH6); 0% Pro5, 100% B10-LARGE cell signal; hit rate 0.22% among 360,000; activation, % at 10 µM;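 active = activation of at least 8% versus controls, or a plate z-score of at least 8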;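 note: Pro5 are CHO cells carrying HIG-tagged alpha-DG that lacks glycosylation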
# CaV13 FRET inh – Primary screen for inhibitors of IQ motif and Ca2+-dependent inactivation inhibitor domain binding in CACNA1D, Förster resonance energy transfer in living cells, … | hit rate 0.098% among 340,000 | HEK cells, CFP/YFP FRET ICDI-IQ, plate reader, 10 min; percent FRET-ratio fall versus neutral wells | AID 743397 | inhibition, % at 12.3 µM;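 active = mean replicate inhibition of at least 30% and at least 1% of replicates passing that level; inconclusive = only one of the two criteria is met; inactive = neither criterion is met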;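 note: 0% = median of the neutral control wells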
# Starred values were filed as active, the others as inactive; ? = inconclusive; · = not tested or not shown.
# Sequence of screens: PDI turbidity	HIF-2a block	NR2E3 ag-1	MITF TRPM1 inh	Granule exo inh	iPSC survival up	NR2E3 ag-2	Vif imaging	Peg3 promoter	aDG glyco up	CaV13 FRET inh
1: COc1ccccc1C(=O)N/C(=C/c1ccccc1)C(=O)Nc1ccc(C(=O)O)cc1
→ 3	7	13	4	0	1.6	7	2	-5	-0.2	1
2: Cc1cc([N+](=O)[O-])ccc1-c1ccc(C2Nc3ccccc3C(=O)N2O)o1 (configuration not stated)
→ -5	-15	-16	21	6	1.7	2	-3	41	0.2	-8
3: COc1cc(NC(=O)c2ccc(C(=O)c3ccccc3)cc2)cc(OC)c1OC
→ 1	-12	-3	3	-3	-0.3	2	-5	26	0.2	-7
4: O=c1cc(CSc2nnc(Nc3ccccc3)s2)nc2sccn12
→ -12	-11	-3	-11	-6	2.0	3	-3	-10	-0.1	-6
5: COc1ccc(OC)c(/C=N\NC(=O)c2ccc(COc3ccc(C)cc3[N+](=O)[O-])o2)c1
→ -1	10	-33	3	-8	0.1	2	3	4	-0.1	12
6: O=C1C=C(Nc2ccc(O)cc2)CC(c2ccco2)C1 (configuration not stated)
→ 8	-5	-19	6	0	4.0	-4	-3	19	0.0	-4
7: Cn1c(=O)cc(OCCCC(=O)N2CCN(c3ccccn3)CC2)c2ccccc21
→ -2	-16	-6	-14	-1	-1.4	-2	11	1	-0.1	-6
8: CSc1ccc(S(=O)(=O)Nc2ccc3c4c(cccc24)CC3)cc1
→ -1	9	28	12	54	-0.3	-4	-15	30	0.7	-4
9: COc1ccc(N2CCN(C(=O)c3ccc(CS(=O)(=O)c4ccc(Br)cc4)o3)CC2)cc1
→ -2	7	-9	9	7	0.1	1	-5	16	2.0	-16
10: CCCn1c(=O)c2c(ncn2C)n(CCC)c1=O
→ 2	9	8	5	-3	-0.2	2	-4	1	-0.1	-6
11: CNC(=O)c1cc(Cl)c(OC)c(OC)c1
→ -6	22	5	-10	-2	1.5	2	1	1	-0.1	-4
12: COc1ccc(C(=O)N/N=C/c2c(C)nn(-c3ccccc3)c2OC)cc1
→ 15	4	-6	-2	0	0.2	-2	0	14	0.0	-4
13: C=CCn1c(SCC(=O)Nc2cccc(S(=O)(=O)N(C)c3ccccc3)c2)nnc1C1CC1
→ -1	25	3	-3	3	-0.2	0	9	6	0.0	-6
14: O=C(CC1OC(=O)c2ccccc21)Nc1ccc(Cl)c(S(=O)(=O)N2CCCCC2)c1 (configuration not stated)
→ 16	20	-21	9	1	-0.3	-3	-26	38	0.0	-3
15: COc1ccc(N2C(=O)C(Cl)=C(N(CCO)Cc3ccccc3)C2=O)cc1
→ 1	17	0	8	-1	0.2	-3	1	17	-0.1	-5
16: Cc1ccc(NC(=O)CSc2nnc(-c3ccoc3C)n2CCCN(C)C)cc1Cl
→ 1	8	-34	3	63*	-0.1	-4	-8	-8	-0.2	-4
17: CCCCNC(=O)COC(=O)c1ccc(F)cc1Cl
→ -3	2	8	-19	0	-2.5	6	-13	-16	-0.2	-4
18: Cc1ccccc1-c1oc(C)c(C)[n+]1[O-]
→ -2	19	16	6	-1	-0.7	1	-7	13	-0.1	-7
19: Cc1cc2nc(Sc3c([N+](=O)[O-])nc(C)n3Cc3ccccc3)[nH]c2cc1C
→ 3	53*	-12	9	1	-2.8	2	-3	33	0.2	·
20: Cc1cccc(OC(C)C(=O)OCC(=O)N2CCN(c3ccccc3)CC2)c1 (configuration not stated)
→ 5	4	-17	-10	13	3.3	·	0	10	0.0	-5
21: CC(C)(C)c1ccc(S(=O)(=O)N2CCN(CC(=O)N3CC(=O)Nc4ccccc43)CC2)cc1
→ 10	17	13	14	-10	-0.4	1	-6	-2	0.3	-4
22: CCOc1ccc(C(C)(C)C)cc1S(=O)(=O)N1CC(C)OC(C)C1 (configuration not stated)
→ -4	8	19	-2	17	1.6	-3	16	15	-0.4	0
23: Oc1ccc2ccccc2c1/C=N/Nc1nnc(-c2ncc[nH]2)c2ccccc12
→ -12	-32	-45	21	0	-0.8	-4	87*	46	-0.2	-8
24: COc1ccccc1CNC(=O)c1cccnc1
→ -5	11	11	-7	-1	0.4	-1	0	10	0.6	-4
25: Cc1ccc(C)c(S(=O)(=O)Nc2ccc3sc(C)nc3c2)c1
→ 16	10	8	11	-4	-1.4	-1	-3	27	0.4	-4
26: O=C(COc1ccc(S(=O)(=O)NC2CCCCC2)cc1)NCC1CCCO1 (configuration not stated)
→ -4	7	-6	9	-1	0.4	6	?	4	0.2	-13
27: O=C(O)/C=C/c1ccc(-n2ccnc2)cc1
→ -14	15	-1	-4	-9	-0.1	3	·	5	-0.2	-2
28: COc1ccc(C(CC(=O)c2ccc3c(c2)OCO3)C(=O)O)cc1OC (configuration not stated)
→ -8	9	-22	·	-2	1.0	·	0	2	0.2	-6
29: CC(=O)NC(c1cccc(F)c1)c1nc(/C=C/c2ccccc2)cs1 (configuration not stated)
→ 0	-33	-31	·	1	1.9	·	4	-19	0.0	-6
30: COc1cccc(N(CC(=O)N2CCN(c3ccccc3OC)CC2)S(C)(=O)=O)c1
→ -9	6	8	-3	0	-0.8	3	9	-5	-0.3	-6
31: O=C(COc1cccc2c1CCNC2=O)Nc1ccc(Cl)cc1
→ 5	-6	-4	-3	-2	0.2	·	1	-24	0.3	-7
32: CC(C)CN(C(=O)c1ccc(S(=O)(=O)N2CCOCC2)cc1)C1CCS(=O)(=O)C1 (configuration not stated)
→ -1	-4	-10	-3	9	1.4	-1	-2	11	-0.2	·
33: CCc1cc(C(=O)N2CCN(S(=O)(=O)c3ccc(Cl)cc3)CC2)sc1C
→ -9	3	-17	4	1	-0.4	2	-10	11	0.2	-3
34: CC(C)OCCCNC(=O)c1ccc(NS(C)(=O)=O)cc1
→ 4	7	-9	-2	4	1.1	2	-11	12	-0.1	-5
35: CCCc1[nH]c(=O)c(C#N)c2c1COC(C)(C)C2
→ -1	11	-9	1	3	1.8	-1	12	5	0.1	-6
36: COc1cc(SC)ccc1C(=O)Nc1ccc(S(=O)(=O)N2CCCC2)cc1
→ -12	18	-5	-13	-1	3.9	3	-1	3	-0.4	·
37: COc1ccc(C(=O)Nc2ccc3nc(N4CCN(C)CC4)cc(C)c3c2)c(OC)c1
→ 13	-21	-33	-21	-2	-0.5	5	3	-24	-0.1	-20
38: Cc1nc2ccccc2c(=O)n1NC(=O)c1c(F)cccc1F
→ -3	7	-18	1	4	1.2	-4	7	17	-0.1	-5
39: Cc1cccc(N2CCN(Cc3nc(-c4ccccc4Cl)oc3C)CC2)n1
→ -5	14	-3	5	0	-0.5	1	-1	4	0.0	-6
40: O=C(NCC(F)(F)F)c1cc2c(c(-c3cccc(-c4ccccc4F)c3)n1)[C@H](CCO)N(C(=O)CC1CC1)C2
→ ·	0	-11	·	3	-0.3	·	·	·	-0.1	-5
41: COc1ccc(S(=O)(=O)NC2CC2)cc1-n1cnnn1
→ 1	16	-21	3	-4	0.9	3	-4	23	-0.2	10
42: COc1cc(Cl)c(C)cc1NC(=O)CN1CCN(C(=O)C2CC2)CC1
→ 0	-8	22	5	-4	0.7	0	19	20	0.5	·
43: O=S1(=O)CC(N2CCN(CCO)CC2)CN1C1CCCCC1 (configuration not stated)
→ ·	6	-2	·	-1	0.0	·	·	0	-0.1	-7
44: CC(C)C(=O)N(Nc1nc2ccccc2s1)C(=O)C(C)C
→ -7	8	-16	3	-2	-1.2	-3	-2	17	0.0	-5
45: CC(C)CN1CCCC(N2CCN(c3cccc(Cl)c3)CC2)C1 (configuration not stated)
→ -1	5	2	-3	53	1.0	4	13	6	0.1	-4
46: COC(=O)c1ccc(C2=NOC(C)(c3sc(-c4ccccc4)nc3C)C2)cc1 (configuration not stated)
→ 1	-76	-36	-4	-2	-1.6	-1	-2	-64	0.2	-10
47: Cc1onc(-c2ccc(Cl)cc2)c1-c1ccnc(SCC(=O)Nc2ccc(C(C)C)cc2)n1
→ -8	21	-30	10	-4	-0.2	0	0	19	0.2	-5
48: CCCS(=O)(=O)NC(=O)C1(C)CCN(C(=O)COc2ccccc2)C1 (configuration not stated)
→ 1	6	30	·	3	6.7	·	-3	2	-0.1	-6
49: CN(CCO)C(=O)c1nc[nH]c1C(=O)N1CCN(C(=O)OC(C)(C)C)CC1
→ 8	7	-17	·	7	0.3	·	-20	-20	0.8	-4
50: CC(=O)NC(Cc1cc(C)ccc1C)C(=O)N1CCN(C(=O)c2ccccc2Br)CC1 (configuration not stated)
→ -10	6	-11	4	-1	5.3	-1	-6	12	-0.1	-4
51: CC(=NO)C1CCC2C3CCC4CC(=NO)CCC4(C)C3C(C)(O)CC12C (configuration not stated)
→ -1	-2	8	3	-7	4.2	·	16	42	-0.5	-6
52: CCCc1nc2ccc(Cl)cn2c1Cc1cccc(Cl)c1
→ ·	-57	-64	·	1	0.6	·	·	-91	0.0	-11
53: Cc1ccc(S(=O)(=O)CCC(=O)Nc2nc3c(s2)CCCC3)cc1
→ -2	-8	-19	7	0	4.2	3	6	-5	-0.4	-6
54: CCCOc1ccc(Cl)cc1/C=C1/C(=O)ON=C1C
→ -3	17	-2	26	-6	0.0	1	-8	28	-0.1	-9
55: c1ccc(CCCCN2C(Nc3ccccc3)=NC[C@@H]2Cc2ccccc2)cc1
→ -2	-5	-8	-21	-2	-4.0	2	-6	16	0.9	-5
56: CCN(CC)CC(C)(C)COC(=O)c1oc2ccccc2c1C
→ -5	-37	-32	-9	-7	-0.5	-5	9	-21	-0.1	-4
57: COc1ccc(NC(=O)c2cc(S(=O)(=O)N3CCCC3)cn2C)cc1Cl
→ ·	26	-30	6	-3	0.1	-2	-3	33	-0.2	6
58: Cc1ccc(CNC(=O)c2nnn(CC(=O)Nc3cccc(C)c3C)c2N)cc1
→ 2	12	18	2	16	0.3	-2	1	2	-0.2	-5
59: Cc1nn(Cc2ccc(Cl)cc2)c(C)c1NC(=O)CCCn1nc(C)c([N+](=O)[O-])c1C
→ -5	20	19	4	0	1.5	-3	0	15	-0.1	-3
60: Cc1ccc(C)c(S(=O)(=O)N2CC(=O)Nc3ccccc32)c1
→ 0	12	2	-13	0	-0.6	-4	-3	15	-0.2	-4

# No enrichment for hits; overall some 3.5% were active at least once.
